BoNT-A LC inh2: BoNT/A light chain protease inhibitors, primary screen, biochemical, flow cytometry, MLPCN library. actives 0.17% (n = 360,000). multiplex microsphere protease substrate cleavage. Botulinum neurotoxin type A light chain protease (Clostridium botulinum A str. ATCC 3502). inhibition, % at 10 µM. AID 588499, 2011; further: plate controls were buffer without enzyme for full effect and enzyme alone for no effect
Anthrax LF inh2: Bacillus anthracis LF protease inhibitors, primary screen, biochemical, multiplex microsphere, MLPCN library; actives 0.12% (n = 360,000); inhibition, % at 10 µM; Lethal factor (Bacillus anthracis), P15917; AID 588501, 2011; multiplex microsphere protease cleavage assay; further: plate controls were buffer without enzyme for full effect and enzyme alone for no effect
CCHFV vOTU inh: CCHFV vOTU protease inhibitors, primary screen, biochemical, Pep-AMC substrate, fluorescence; inhibition, % at 11.5 µM; actives 0.55% (n = 370,000); AID 651958, 2012; in the data active means inhibition above about 30%; further: 0% = vehicle wells with enzyme and 100% = no enzyme wells
TcdB inh: TcdB glycohydrolase inhibitors, primary screen, biochemical, single point, plate reader; Toxin B (Clostridioides difficile), P18177; TcdB glycohydrolase enzymatic assay; inhibition, % at 9.99 µM; actives 0.24% (n = 350,000); AID 652162, 2013; in the data active means inhibition above about 10%
Target sequence (P18177 whole entry, looked up): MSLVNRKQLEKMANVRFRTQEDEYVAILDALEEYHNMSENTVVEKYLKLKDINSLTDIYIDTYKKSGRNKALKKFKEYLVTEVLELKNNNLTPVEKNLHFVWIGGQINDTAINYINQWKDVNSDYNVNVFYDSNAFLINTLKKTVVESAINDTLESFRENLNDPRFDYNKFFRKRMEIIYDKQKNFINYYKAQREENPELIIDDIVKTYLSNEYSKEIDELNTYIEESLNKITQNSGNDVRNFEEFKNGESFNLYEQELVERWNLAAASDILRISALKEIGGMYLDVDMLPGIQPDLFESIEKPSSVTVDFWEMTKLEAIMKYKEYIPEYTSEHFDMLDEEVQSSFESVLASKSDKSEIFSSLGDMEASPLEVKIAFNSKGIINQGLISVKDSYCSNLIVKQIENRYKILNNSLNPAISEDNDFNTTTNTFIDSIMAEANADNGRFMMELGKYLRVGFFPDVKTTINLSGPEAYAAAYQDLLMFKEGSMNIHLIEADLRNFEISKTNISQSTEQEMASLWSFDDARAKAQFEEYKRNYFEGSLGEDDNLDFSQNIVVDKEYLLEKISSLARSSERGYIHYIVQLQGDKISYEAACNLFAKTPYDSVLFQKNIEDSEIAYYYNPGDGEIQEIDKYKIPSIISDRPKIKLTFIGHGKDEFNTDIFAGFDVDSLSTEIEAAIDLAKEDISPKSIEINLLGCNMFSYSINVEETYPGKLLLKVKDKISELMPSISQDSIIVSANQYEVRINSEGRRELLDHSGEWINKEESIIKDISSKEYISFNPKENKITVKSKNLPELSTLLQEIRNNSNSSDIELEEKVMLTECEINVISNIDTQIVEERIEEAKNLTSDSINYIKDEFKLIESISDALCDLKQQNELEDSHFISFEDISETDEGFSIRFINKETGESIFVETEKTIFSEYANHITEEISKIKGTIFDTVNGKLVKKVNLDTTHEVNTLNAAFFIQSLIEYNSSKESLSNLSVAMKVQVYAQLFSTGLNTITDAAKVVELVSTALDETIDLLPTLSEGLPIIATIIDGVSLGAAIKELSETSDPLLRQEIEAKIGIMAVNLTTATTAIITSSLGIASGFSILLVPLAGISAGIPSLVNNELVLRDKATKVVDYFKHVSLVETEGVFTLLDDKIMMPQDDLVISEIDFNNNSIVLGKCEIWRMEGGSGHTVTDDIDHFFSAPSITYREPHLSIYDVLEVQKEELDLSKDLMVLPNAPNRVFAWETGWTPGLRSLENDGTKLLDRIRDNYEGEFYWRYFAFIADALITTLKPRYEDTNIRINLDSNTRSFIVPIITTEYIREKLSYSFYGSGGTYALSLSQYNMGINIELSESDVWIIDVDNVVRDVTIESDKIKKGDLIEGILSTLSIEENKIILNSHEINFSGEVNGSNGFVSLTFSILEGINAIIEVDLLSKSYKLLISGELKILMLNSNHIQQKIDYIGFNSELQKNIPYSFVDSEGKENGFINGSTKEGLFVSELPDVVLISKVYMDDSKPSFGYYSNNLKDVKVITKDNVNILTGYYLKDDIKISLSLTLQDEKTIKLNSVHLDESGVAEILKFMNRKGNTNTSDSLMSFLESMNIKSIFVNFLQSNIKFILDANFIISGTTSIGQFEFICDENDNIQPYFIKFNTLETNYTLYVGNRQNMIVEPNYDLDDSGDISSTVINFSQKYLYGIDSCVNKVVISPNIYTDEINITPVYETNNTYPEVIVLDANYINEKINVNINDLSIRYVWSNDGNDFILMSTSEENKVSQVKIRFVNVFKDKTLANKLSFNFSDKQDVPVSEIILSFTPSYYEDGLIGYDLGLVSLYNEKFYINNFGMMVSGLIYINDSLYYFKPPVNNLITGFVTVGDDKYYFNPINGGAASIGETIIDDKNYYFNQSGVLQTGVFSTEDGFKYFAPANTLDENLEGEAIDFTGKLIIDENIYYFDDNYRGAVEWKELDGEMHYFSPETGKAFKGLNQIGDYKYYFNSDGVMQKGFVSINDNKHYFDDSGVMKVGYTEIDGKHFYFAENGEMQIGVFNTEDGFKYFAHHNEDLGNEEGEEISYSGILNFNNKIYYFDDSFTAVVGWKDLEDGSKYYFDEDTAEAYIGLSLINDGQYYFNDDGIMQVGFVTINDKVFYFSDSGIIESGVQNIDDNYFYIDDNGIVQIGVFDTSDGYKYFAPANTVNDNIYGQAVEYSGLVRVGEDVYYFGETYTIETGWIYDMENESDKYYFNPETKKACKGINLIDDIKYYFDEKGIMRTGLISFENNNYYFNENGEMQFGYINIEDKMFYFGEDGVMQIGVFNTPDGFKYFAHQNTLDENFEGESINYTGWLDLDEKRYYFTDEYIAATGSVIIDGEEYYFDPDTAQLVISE
PfHsp40 rescue: rescue of yeast from PfHsp40 toxicity, primary screen, S. cerevisiae, ATP luminescence | actives 0.68% (n = 340,000) | S. cerevisiae expressing PfHsp40, growth rescue | growth rescue, % at 12.5 µM; in the data active means growth rescue above about 28%, passing the limit was not always enough; inconclusive means no clear call, values can overlap the other calls;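 further: yeast W303a lacking pdr1 and pdr3 grown in galactose medium; growth measured after three days at 30 °C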
BoNT-F LC inh: BoNT/F light chain protease inhibitors, primary screen, biochemical, flow cytometry, MLPCN library. Botulinum neurotoxin type F light chain protease (Clostridium botulinum). Multiplex microsphere protease cleavage assay. actives 0.22% (n = 360,000). inhibition, % at 10 µM; in the data active means inhibition above about 35%, passing the limit was not always enough; inconclusive means no clear call, values can overlap the other calls; further: plate controls were buffer without enzyme for full effect and enzyme alone for no effect
FadD28 FP inh: inhibitors of FadD28 bisubstrate probe binding, primary screen, biochemical, fluorescence polarization, single point | Mycobacterium tuberculosis FadD28 fatty-acid-AMP ligase | inhibition, % at 12.5 µM | actives 0.22% (n = 360,000) | AID 588549, 2011; in the data active means inhibition above about 8.5%, passing the limit was not always enough; inconclusive means no clear call, values can overlap the other calls
Y pestis TopoI: Yersinia pestis topoisomerase I inhibitors, primary screen, biochemical, cleavage product accumulation, plate reader, single point. DNA topoisomerase I (Yersinia pestis CO92). Y. pestis Topo-I cleavage product accumulation. activity, % at 10 µM. actives 0.064% (n = 360,000); in the data active means activity above about 50%, passing the limit was not always enough; inconclusive means no clear call, values can overlap the other calls; further: inactives centre near 2
PrPC TRFRET: inhibitors of human cell surface prion protein PrPC, primary screen, cell-based, TR-FRET | TR-FRET read-out | inhibition, % at 13.8 µM | actives 0.43% (n = 370,000); in the data active means inhibition above about 24%; further: 0% = median of the test wells and 100% = reference compound wells
An asterisk follows results filed as active; ? = inconclusive; . = no result given. Unless noted, no stated cut-off is given here; in the data, active means inhibition above about 30%; inconclusive means no clear call, values can overlap the other calls; inactive means below that. Not a hit list; about 2.3% have a hit in one of these screens.

SMILES	BoNT-A LC inh2	Anthrax LF inh2	CCHFV vOTU inh	TcdB inh	PfHsp40 rescue	BoNT-F LC inh	FadD28 FP inh	Y pestis TopoI	PrPC TRFRET
O=C(Nc1cccc(-c2nc3ccccc3s2)c1)c1cccs1	-0.5	0	2	.	403*	-6	-9.2	-22	5
CCOC(=O)C1CCCN1C(=O)c1ccc(OC)c(Br)c1 (stereo not given)	-0.4	-1	-6	0.9	0.9	-3	-1.0	6	5
CSc1ncnc2c1ncn2CCCNCC1CCCO1 (stereo not given)	0.1	-2	6	0.5	.	-2	-3.5	0	-5
CSCC(=O)NC1CCCN(C2Cc3ccccc3C2)C1 (stereo not given)	-2.6	-4	-18	2.0	1.5	-19	-3.1	-15	-8
CCCCn1c(N)c(N(CCOC)C(=O)CCS(=O)(=O)c2ccc(Cl)cc2)c(=O)[nH]c1=O	2.2	1	-3	1.8	-2.1	?	-2.1	4	1
CCOC(=O)Cc1csc(NC(=O)C(C)c2ccc([N+](=O)[O-])cc2)n1 (stereo not given)	-0.3	-2	-9	1.0	-2.5	1	-1.4	-3	-7
Clc1ccc(CSc2nc3ccncc3[nH]2)cc1	0.0	-2	-4	4.4	-2.4	-7	-10	-10	12
N#Cc1ccccc1OCC(=O)N1CC(=O)Nc2ccccc21	0.2	-6	1	1.3	.	-6	-0.9	1	2
CN(C)Cc1c(C(=O)N/N=C/c2ccco2)nnn1-c1nonc1N	5.6	5	26	-5.2	0.6	23	-2.0	-3	-2
COc1ccc(OC2CCN(S(=O)(=O)c3ccc(OC)cc3)CC2)cc1	0.2	10	15	0.8	2.4	24	-1.8	-7	-7
O=C(N/C(=N\O)c1ccccc1)Nc1ccc(Cl)cc1	0.0	-3	1	.	0.1	3	-2.7	-4	2
C=CCNc1nc(-c2sc(NC(=O)C(C)(C)C)nc2C)c(-n2cc(-c3ccccc3)nn2)s1	0.6	-3	-4	1.7	.	-2	.	.	14
COc1ccc(CC(=O)Oc2ccc(C)cc2Br)cc1S(=O)(=O)N1CCOCC1	0.5	0	7	-0.1	0.8	10	0.1	-6	2
O=C(CNC(=O)c1nc[nH]c1C(=O)N1CCc2ccccc2C1)OCc1ccccc1	-0.3	-4	13	-6.8	-0.9	2	-0.5	31	1
O=C(CN1CCCCCC1)Nc1ccc(S(=O)(=O)N2CCOCC2)cc1	0.1	5	0	0.9	-1.1	5	-0.5	3	-1
C=CCc1c(O)c(CC)cc2c(C)cc(=O)oc12	-1.5	-6	-340	1.7	3.1	-11	-3.0	5	5
COc1ccc(C(O)c2nc(-c3ccc(F)cc3OC)cs2)cc1 (stereo not given)	-0.2	-4	3	-0.5	.	-4	-1.9	5	-2
CCCCn1c(N)c(N(CCOC)C(=O)c2ccc3c(c2)C(=O)N(c2ccccc2C)C3=O)c(=O)[nH]c1=O	3.5	-1	-5	4.5	-1.3	0	-0.9	0	2
O=C(CN1C(=O)S/C(=C\c2cccs2)C1=O)Nc1ccc(C(=O)O)c(O)c1	1.8	-1	23	0.1	0.7	2	-2.5	3	-7
Cc1nnc(NC2=NCCC2)s1	-0.4	-2	11	.	0.1	-10	-3.1	3	-2
COc1ccccc1-c1csc(C(O)c2cccc(Cl)c2)n1 (stereo not given)	-0.2	0	26	0.6	.	-3	-1.4	-7	5
COc1ccccc1N1CCN(C(=O)c2cccc(S(=O)(=O)N3CCCCCC3)c2)CC1	1.3	-3	18	0.7	0.5	-10	-1.2	24	-8
Cc1cc2cc(C)c3nnc(SCC(=O)N4CCN(C(=O)c5ccco5)CC4)n3c2cc1C	-1.3	-5	10	5.4	?	-12	0.3	-1	3
O=[N+]([O-])c1ccc(Nc2c3ccccc3nc3ccccc23)cc1	2.0	8	-42	2.5	.	-4	1.3	-2	8
C=CCOC(=O)c1ccccc1C(=O)OCC1CO1 (stereo not given)	-0.4	-1	0	0.6	-0.5	2	-1.9	7	2
O=C(N/N=C/c1ccc(Cl)cc1Cl)c1cccc(F)c1	0.0	-1	1	.	5.6	1	-1.7	3	1
COc1cccc(/C=N/NC(=O)CCc2c(C)n[nH]c2C)c1O	-0.5	-1	-3	-8.3	-0.6	-6	-2.2	-2	-3
O=C(N/N=C/c1cccc(O)c1)c1ccc(COc2cccc3cccnc23)cc1	-0.2	-4	17	0.5	1.3	-1	-4.8	3	-5
Cc1cnc(C(=O)N(c2ccc(N3CCOCC3)cc2)C2C(=O)Nc3ccccc3N=C2c2ccc(F)cc2)cn1 (stereo not given)	0.2	1	10	-1.6	.	5	-0.9	.	5
Clc1cccc(CN2CCCCC2c2cccnc2)c1 (stereo not given)	0.3	-5	15	-0.3	1.4	-22	-2.4	4	6
CC(/C=C/c1ccc(N(C)C)cc1)=N\N=C1\NC(=O)CC(C(=O)Nc2ccccc2)S1 (stereo not given)	0.3	-2	24	1.1	1.1	-7	0.0	1	0
O=C(Nc1ccc(Cl)cn1)C1CCN(c2ncnc3c2nc2n3CCCCC2)CC1	-1.0	-1	6	0.7	0.9	-6	0.0	25	11
Cc1cc2oc(=O)ccc2cc1[N+](=O)[O-]	-0.1	0	-1	1.3	0.4	-4	-1.6	2	-3
Clc1ccc(Oc2cccc(/C=N/n3cnnc3)c2)cc1	-0.8	-3	0	.	?	-3	-7.4	41	6
COc1ccc(S(=O)(=O)N2CCOCC2)cc1NC(=O)CC(C)c1ccccc1 (stereo not given)	-0.3	-2	-3	0.9	1.6	1	-1.3	7	0
COCCN(CCNC(=O)c1ccc(NC2=NC3CS(=O)(=O)CC3S2)cc1)Cc1ccco1 (stereo not given)	-0.2	-1	6	2.8	-1.1	-9	0.5	9	4

Part of the list above, limited to CCHFV vOTU inh.
| mol | CCHFV vOTU inh |
| --- | --- |
| CC(/C=C/c1ccc(N(C)C)cc1)=N\N=C1\NC(=O)CC(C(=O)Nc2ccccc2)S1 (stereo not given) | 24 |
| O=C(N/N=C/c1ccc(Cl)cc1Cl)c1cccc(F)c1 | 1 |

One compound at a time, as listed above. Screens in order: BoNT-A LC inh2	Anthrax LF inh2	CCHFV vOTU inh	TcdB inh	PfHsp40 rescue	BoNT-F LC inh	FadD28 FP inh	Y pestis TopoI	PrPC TRFRET
Listed for CC(/C=C/c1ccc(N(C)C)cc1)=N\N=C1\NC(=O)CC(C(=O)Nc2ccccc2)S1 (stereo not given) : 0.3	-2	24	1.1	1.1	-7	0.0	1	0
Listed for COCCN(CCNC(=O)c1ccc(NC2=NC3CS(=O)(=O)CC3S2)cc1)Cc1ccco1 (stereo not given) : -0.2	-1	6	2.8	-1.1	-9	0.5	9	4

More records follow.
SMILES	BoNT-A LC inh2	Anthrax LF inh2	CCHFV vOTU inh	TcdB inh	PfHsp40 rescue	BoNT-F LC inh	FadD28 FP inh	Y pestis TopoI	PrPC TRFRET
O=C(Cc1cccs1)NC(Cc1c[nH]c2ccccc12)C(=O)O (stereo not given)	-4.6	0	-2	1.4	0.4	-15	0.1	-1	8
CCOC(=O)c1c(C)oc2c1c(C=NCc1ccccn1)c(O)c1ccccc12	0.7	-3	63*	-1.8	-0.7	-32	0.8	-2	-21
CSc1cccc(N2C(=O)C3CCCN3C2=S)c1 (stereo not given)	0.2	-8	2	0.8	0.0	-8	-4.0	6	2
CCOc1ccc(NC(=O)CSc2nnc(-c3ccco3)n2C)cc1	-0.1	2	7	.	-0.4	3	-1.3	3	0
O=C(Nc1ccnn1C1CCN(C(=O)Cc2cccc(Cl)c2)CC1)C1CC1	-5.4	-1	-10	2.3	0.4	-14	-0.6	1	5
O=C(N/N=C/c1ccco1)c1cc(C2CC2)[nH]n1	-0.2	-5	-9	0.3	-1.8	?	-6.5	-3	-4
COCCSc1nc2c(c(=O)[nH]c(=O)n2C)n1Cc1cccc(C)c1	-0.3	-10	13	0.9	0.0	-9	-2.2	10	-2
COc1ccc2nc(NC(=O)Nc3cccc4ccccc34)sc2c1	-1.0	-5	-1	0.5	-1.2	-11	0.9	-8	0
CCOC(=O)C1(CCOc2ccccc2)CCN(C2Cc3ccccc3C2)CC1	1.2	-8	10	-4.3	-0.6	2	-1.4	2	2
CCOC(=O)C1CCCN(C(=O)CNC(=O)c2nn(-c3ccc(OC)c(Cl)c3)c(=O)c3ccccc23)C1 (stereo not given)	-2.1	-11	19	0.7	1.5	14	-3.4	27	-15
COCCCNC(=O)/C(C#N)=C/c1c(N2CCN(c3ccccc3)CC2)nc2ccccn2c1=O	-0.7	6	-112	0.7	0.4	-12	-0.9	15	-23
CC(OC(=O)c1cc2ccccc2o1)C(=O)Nc1ccc(N2CCOCC2)cc1 (stereo not given)	0.0	-7	-3	3.5	0.9	-4	0.8	3	5

Ordered by formula weight (lowest first): part of the list above
SMILES	BoNT-A LC inh2	Anthrax LF inh2	CCHFV vOTU inh	TcdB inh	PfHsp40 rescue	BoNT-F LC inh	FadD28 FP inh	Y pestis TopoI	PrPC TRFRET
O=C(N/C(=N\O)c1ccccc1)Nc1ccc(Cl)cc1	0.0	-3	1	.	0.1	3	-2.7	-4	2
CSc1ncnc2c1ncn2CCCNCC1CCCO1 (stereo not given)	0.1	-2	6	0.5	.	-2	-3.5	0	-5
O=C(Cc1cccs1)NC(Cc1c[nH]c2ccccc12)C(=O)O (stereo not given)	-4.6	0	-2	1.4	0.4	-15	0.1	-1	8
CCOc1ccc(NC(=O)CSc2nnc(-c3ccco3)n2C)cc1	-0.1	2	7	.	-0.4	3	-1.3	3	0
CCOC(=O)Cc1csc(NC(=O)C(C)c2ccc([N+](=O)[O-])cc2)n1 (stereo not given)	-0.3	-2	-9	1.0	-2.5	1	-1.4	-3	-7

(next part)
SMILES	BoNT-A LC inh2	Anthrax LF inh2	CCHFV vOTU inh	TcdB inh	PfHsp40 rescue	BoNT-F LC inh	FadD28 FP inh	Y pestis TopoI	PrPC TRFRET
Cc1ccc(CN2CCC(CNC(=O)c3ccc(NC(=O)C4=CSCCO4)cc3)CC2)cc1	3.0	2	11	1.4	0.1	-6	-0.2	5	-7
O=C(COC(=O)c1cccnc1Cl)Nc1cc(S(=O)(=O)N2CCOCC2)ccc1Cl	1.4	2	-5	-0.2	-0.1	-1	-0.7	5	-6
COc1ccccc1C(=O)NC(CCSC)C(=O)NCCCn1nc(C)cc1C (stereo not given)	0.2	3	2	2.6	-0.8	14	-4.0	3	-2
Cn1c(CC(=O)NNC(=O)c2ccccc2[N+](=O)[O-])nc2ccccc21	.	.	3	0.6	1.3	.	1.2	-1	0
Cc1c(S(=O)(=O)Nc2ccc3c(c2)OCCO3)cnn1C	-0.6	0	5	-0.7	0.4	-2	-1.4	6	1
Cc1cccc(-n2nnnc2SCn2nnc3ccccc3c2=O)c1	3.7	-14	3	.	9.9	5	-1.2	22	11
CCCN1C(=O)/C(=C/c2ccc(C)s2)NC1=S	10	10	12	.	0.0	14	-2.0	-6	-7
Cc1cc(-n2c(C)cc(C(=O)CN3C(=O)NC4(CCCCC4C)C3=O)c2C)no1 (stereo not given)	-0.3	0	-6	.	-0.3	-7	-1.5	2	6
Cc1ccc(COc2ccc(Br)cc2/C=N/O)cc1	0.4	-6	10	.	450*	-10	-2.7	-8	2
Cc1ccc(OCC(=O)Nc2ccc3c(c2)C(=O)N(CCC(=O)O)C3=O)cc1	-0.9	-1	3	-1.1	0.0	2	-0.7	7	0

Shown with bars between the fields: part of the list above
SMILES | BoNT-A LC inh2 | Anthrax LF inh2 | CCHFV vOTU inh | TcdB inh | PfHsp40 rescue | BoNT-F LC inh | FadD28 FP inh | Y pestis TopoI | PrPC TRFRET
COc1ccccc1C(=O)NC(CCSC)C(=O)NCCCn1nc(C)cc1C (stereo not given) | 0.2 | 3 | 2 | 2.6 | -0.8 | 14 | -4.0 | 3 | -2
Cc1c(S(=O)(=O)Nc2ccc3c(c2)OCCO3)cnn1C | -0.6 | 0 | 5 | -0.7 | 0.4 | -2 | -1.4 | 6 | 1
Cn1c(CC(=O)NNC(=O)c2ccccc2[N+](=O)[O-])nc2ccccc21 | . | . | 3 | 0.6 | 1.3 | . | 1.2 | -1 | 0
